Source: PubChem
RmlCD inh 1536: M. tuberculosis RmlC/RmlD inhibition; P9WH09+P9WH11; inhibition, % at 3.6 µM; 160,000 compounds, 0.03% hits; RmlC+RmlD coupled enzyme assay, percent inhibition; primary screen in compound mixtures; in the data active = inhibition mostly above about 34%, no sharp cut-off; also: some results filed as inactive read as strong as hits
Target sequence (P9WH09 whole entry, looked up): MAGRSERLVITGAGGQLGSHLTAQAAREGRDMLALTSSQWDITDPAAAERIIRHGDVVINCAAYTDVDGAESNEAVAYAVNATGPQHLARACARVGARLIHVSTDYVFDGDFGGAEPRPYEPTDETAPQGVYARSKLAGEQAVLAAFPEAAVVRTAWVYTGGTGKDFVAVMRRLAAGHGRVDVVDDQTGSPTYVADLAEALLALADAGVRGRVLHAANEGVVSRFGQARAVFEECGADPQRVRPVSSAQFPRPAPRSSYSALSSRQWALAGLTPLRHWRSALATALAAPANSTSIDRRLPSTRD
Target sequence (P9WH11 whole entry, looked up): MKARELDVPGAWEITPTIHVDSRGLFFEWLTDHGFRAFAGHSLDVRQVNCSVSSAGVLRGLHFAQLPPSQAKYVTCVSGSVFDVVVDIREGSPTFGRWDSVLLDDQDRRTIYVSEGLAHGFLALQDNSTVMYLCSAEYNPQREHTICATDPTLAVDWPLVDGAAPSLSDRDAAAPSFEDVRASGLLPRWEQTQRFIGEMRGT
M. tuberculosis GlmU: inhibition of mycobacterial GlmU enzyme – biochemical, glucosamine-1-phosphate acetyltransferase (AID 1376) | 220,000 compounds, 0.25% hits | M. tuberculosis GlmU acetyltransferase enzyme assay; higher % means a stronger effect | inhibition, %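 (tested at 30 µM in the primary screen)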, or IC50 in µM where a hit was titrated; in the data active = inhibition above about 13%;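 also: 0% = complete reaction with vehicle and 100% = reaction without substrate; strong numbers were not always called active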
* hit, by the source's call; nt = no result given; & = joins results of further samples. This is a subset; rates above refer to the full screens.

Each structure is followed by: RmlCD inh 1536 | M. tuberculosis GlmU
CCc1ccc(NC(=O)CCn2c(=O)oc3ccccc32)cc1
→ -3 | 2.6%
CSc1ccc(C(=O)C2CCCN(C(=O)Cc3nonc3C)C2)cc1 (stereo unspecified)
→ nt | -6.3%
Cn1c(SCc2nc(-c3ccc(Br)cc3)no2)nnc1-c1ccco1
→ 4 | 1.3%
O=C(O)c1cccc(-n2cccc2/C=C/[N+](=O)[O-])c1
→ 13 | 7.7%
Cc1ccc(-n2nc(C)c(C(C)(O)C(F)(F)F)c2N)cc1 (stereo unspecified)
→ nt | -1.9%
CC1(C)Cc2c(sc3nnn(Cc4ccccc4)c(=O)c23)CO1
→ -5 | -3.9%
COC(=O)c1c(NC(=O)CC2SC(N)=NC2=O)sc2c1CCC(C)C2 (stereo unspecified)
→ -11 | 3.4%
C1CCC(OCCN2CCN(CCOC3CCCCC3)CC2)CC1
→ nt | -1.8%
CCc1ccc(NC(=O)CC2C(=O)N(c3ccc(C)cc3)C(=O)N2C2CC2)cc1 (stereo unspecified)
→ 5 | 1.6%
O=C(CCN1C(=O)CSC1=O)Nc1ccc(Br)cc1
→ -15 | -0.3%
O=C(O)c1ccc(NS(=O)(=O)/C=C/c2ccccc2)cc1O
→ -6 | 2.8%
CCC(=O)Nc1sc(Cc2ccccc2)c(C)c1C(N)=O
→ -5 | 4.7%
O=C(CCn1c2c(c3ccccc31)CCCC2)NNC(=O)c1ccc(Cl)c([N+](=O)[O-])c1
→ -10 | 0.2%
CO/N=C/NC(=O)c1ccc([N+](=O)[O-])c(CS(=O)(=O)c2ccc(Cl)cc2)c1
→ 4 | -1.2%
CCN1CCCC1CNC(=O)CSc1cc(=O)n(C)c2cc(Cl)ccc12 (stereo unspecified)
→ -4 | -4.0%

The final 4 compounds of the part above open the next one.
Each structure is followed by: RmlCD inh 1536 | M. tuberculosis GlmU
CCC(=O)Nc1sc(Cc2ccccc2)c(C)c1C(N)=O
→ -5 | 4.7%
O=C(CCn1c2c(c3ccccc31)CCCC2)NNC(=O)c1ccc(Cl)c([N+](=O)[O-])c1
→ -10 | 0.2%
CO/N=C/NC(=O)c1ccc([N+](=O)[O-])c(CS(=O)(=O)c2ccc(Cl)cc2)c1
→ 4 | -1.2%
CCN1CCCC1CNC(=O)CSc1cc(=O)n(C)c2cc(Cl)ccc12 (stereo unspecified)
→ -4 | -4.0%
CCOc1ccc(C(=O)OCC(=O)Nc2cc(C)on2)cc1OCC
→ nt | -4.5%
Cc1ccc(C)c(SCC(=O)Nc2nnc(-c3ccccc3)o2)c1
→ 6 | nt
Cc1nnc(SCc2cc(=O)[nH]c(Nc3nc(C)c4cc(C)c(C)cc4n3)n2)s1
→ 5 | 5.4%
COc1ccc(OC)c(S(=O)(=O)N2CCN(C)CC2)c1
→ -2 | -1.1%
COc1ccc(NC(=S)N/N=C/c2ccc(F)cc2)cc1OC
→ 5 | 7.7%
Cc1ccc2c(c1)-c1c(ssc1=S)C(C)(C)N2C(=O)CSc1nncn1C
→ -5 | -1.4%
O=C(NCc1ccco1)c1cnn2c1NC(c1ccc(Br)cc1)CC2C(F)(F)F (stereo unspecified)
→ nt | 5.5%
CCC(=O)NC(NCC1CCCO1)C(Cl)(Cl)Cl (stereo unspecified)
→ -2 | 7.8%
CCOC(=O)CNC(=O)CSc1ncnc2c1cnn2Cc1ccccc1
→ 15 | -5.6%
CCOC(=O)/C(C)=N/Nc1nc(-c2ccc(NC(C)=O)cc2)cs1
→ -4 | 2.5%
CN(Cc1ccccc1)S(=O)(=O)c1ccc(S(=O)(=O)N(Cc2ccc(F)cc2)C2CCCC2)cc1
→ 12 | 11%
CNS(=O)(=O)c1cccc(C(=O)OCC(=O)c2cc3ccccc3o2)c1
→ 7 | -1.4%
COc1c(N2CCN(C(=S)Nc3ccccc3F)C(C)C2)c(F)cc2c(=O)c(C(=O)O)cn(C3CC3)c12 (stereo unspecified)
→ 9 | -1.3%
N#CCCN(Cc1cccnc1)C(=S)NCc1ccco1
→ 8 | 0.0%
COc1cc(C2CC(=O)c3cnc(NC(=O)COc4ccccc4)nc3C2)cc(OC)c1OC (stereo unspecified)
→ 8 | 2.4%
C=CCSc1nc2ccccc2c(=O)n1Cc1ccccc1
→ 2 | 8.7%
Cc1cccc(CN(C(=S)Nc2c(C)cccc2C)c2cccnc2)c1
→ 11 | -8.7%
CCC/C(O)=C1\C(=O)CCCC1=NC(C)C(=O)O (stereo unspecified)
→ -11 | 8.7%
NC(=O)CC(c1ccccc1)c1ccco1 (stereo unspecified)
→ 85 | 3.0%
N#C/C(=N\Nc1ccccc1[N+](=O)[O-])C(=N)N1CCCCC1
→ 3 | 0.9%
CN(Cc1ccc(F)cc1)Cc1nc(CCc2ccccc2)no1
→ 0 | 1.4%
O=C(CSCC(=O)OCC(=O)c1ccc(Br)cc1)Nc1ccc(Br)cc1
→ nt | 5.4%
CCc1nc(SCC(=O)Nc2nnc(CC)s2)c2c(C)c(C)sc2n1
→ nt | -1.9%
NC(=O)CSc1nnc(-c2ccc(S(=O)(=O)N3CCOCC3)cc2)n1Cc1ccccc1
→ nt | 2.0%
CCCCN(C(=O)c1ccc(Cl)cc1)C1CC2CCC(C1)N2C (stereo unspecified)
→ nt | 6.5%
Cc1ccc(-c2nc(C=Nc3cccc(C)c3)c(O)o2)cc1
→ nt | -5.2%
O/C(=C\Sc1nnc(Cc2ccccc2)o1)c1ccc(Br)cc1
→ nt | 9.6%
CN(C)S(=O)(=O)c1cccc(NC(=S)N/N=C/c2cccc(O)c2)c1
→ 5 | 5.4%
c1ccc(-c2nnc3n2N=C(c2ccc4c(c2)OCO4)CS3)nc1
→ nt | 1.6%
COCCn1c(SCC(=O)Nc2cc(C)nn2-c2ccccc2)nnc1-c1ccncc1
→ -19 | 6.3%
Cc1cc(N2C(=O)C3CCCN3C2c2cccc(Cl)c2)no1 (stereo unspecified)
→ -5 | 1.7%
O=C(CCc1nnc(-c2ccccc2)o1)NCC1CCN(C2CCCC2)CC1
→ 6 | -3.5%
COc1ccc(Nc2nccc(OC)c2C#N)cc1
→ nt | -7.1%
COc1cccc(C(=O)COc2ccccc2N2C(=O)C3C4C=CC(C4)C3C2=O)c1 (stereo unspecified)
→ -3 | 2.6%
Cc1ccc2cc(CN(Cc3cccs3)Cc3nnnn3CC3CCCO3)c(=O)[nH]c2c1C (stereo unspecified)
→ nt | -0.2%
COc1ccc2cc(C(=O)C3CCCN(Cc4ccccn4)C3)ccc2c1 (stereo unspecified)
→ -7 | 0.5%
O=C(O)c1cccc(S(=O)(=O)Nc2cc(Cl)ccc2Cl)c1
→ 1 | 5.0%
Cn1cnnc1SCC(=O)NN(c1ccccc1)c1ccccc1
→ -8 | 4.4%
N/C(=N\c1nc(CSc2ccc(Cl)cc2)cc(=O)[nH]1)Nc1ccccc1C(F)(F)F
→ -9 | -1.2%
O=C(O)c1cccc(Oc2cccc(Cl)n2)c1
→ nt | -0.5%
CC(=O)SC(C[N+](=O)[O-])c1cn(C(C)=O)c2ccccc12 (stereo unspecified)
→ nt | 2.3%
Clc1ncccc1-c1nnn(-c2ccccc2)n1
→ nt | -0.7%
O=C(/C=C/c1cccs1)Nc1ccc(N2CCOCC2)c(S(=O)(=O)Nc2ccccc2Cl)c1
→ 6 | -1.2%
Cc1cccc(N2CCN(C(=O)/C=C/c3cccs3)CC2C)c1 (stereo unspecified)
→ 7 | 2.5%
CC(=O)Nc1sc2c(c1CN1CCN(C)CC1)CCCC2
→ nt | 0.8%

More compounds:
SMILES,RmlCD inh 1536,M. tuberculosis GlmU
COc1ccc(-c2noc(CCCC(=O)O)n2)cc1,nt,-2.7%
O=c1[nH]c(NCCO)nc2c1C1(CCCCC1)Cc1ccccc1-2,11,2.0%
COc1ccc(-c2nc3c(n2O)CCc2c-3no[n+]2[O-])cc1,nt,-1.0%
Cc1nc(-c2cccs2)sc1C(=O)NN,6,-7.4%
COc1cc(Br)cc2cc(C(=O)N3CCCCC3C)c(=O)oc12 (stereo unspecified),-10,2.8%
COC(=O)N1[C@H](C)C=C[C@]1(Cc1ccccc1)C(=O)NCCCNc1ncc(C(F)(F)F)cc1Cl,nt,1.7%
Nc1cccc(-c2nc3ccccc3[nH]2)c1,-8,6.8%&0.5%
O=C(Cc1cccs1)Nc1ccccc1-c1nc2ccccc2[nH]1,nt,1.9%
Cc1ccc(NC(=O)CCC(=O)OCC(=O)c2ccc(-c3ccccc3)cc2)cc1,nt,-4.6%
COC(=O)c1ccc(Cn2cnc3c(cnn3-c3ccc(C)c(C)c3)c2=O)o1,nt,5.8%
COC(=O)c1ccc(-c2n[nH]c(=O)c3ccccc23)cc1,-2,-0.8%
COC(=O)c1sc(S(=O)(=O)NC(C)C(=O)O)c(C(=O)OC)c1C (stereo unspecified),-3,-9.5%
O=C(CN(c1ccc2c(c1)OCCO2)S(=O)(=O)c1ccccc1)NCC1CCCO1 (stereo unspecified),-11,-4.8%
O=C(Nc1nnc(Cc2ccc(Cl)cc2)s1)c1cccs1,5,4.4%
O=C(Nc1ccc(Cc2ccncc2)cc1)c1cccc([N+](=O)[O-])c1,nt,-2.3%
Cc1ccc(S(=O)(=O)CC(=O)c2ccc(C(C)(C)C)cc2)cc1,4,-0.2%
CC(C)(C)NC(=O)COC(=O)c1snc(C(=O)NC2CCCCC2)c1N,nt,1.7%
Cn1ncc2c(Nc3ccc([N+](=O)[O-])cc3)nc(Cl)nc21,-3,7.7%
Cc1ccc(Nc2nc(N)nc(CSc3nc(C)cc(C)n3)n2)cc1,8,-4.4%
COc1ccc(N=C2C(=O)Nc3c(C)cccc32)cc1,-9,0.6%
CCN1CCN(C(c2ccccc2OC)c2nnnn2C2CCCCC2)CC1 (stereo unspecified),8,-1.7%
N=C(N)SCc1cccc2ccccc12,-7,-1.3%
O=C(CCn1c(=O)[nH]c2ccsc2c1=O)N1CCc2ccccc2C1,11,-6.3%
Cc1ccc(-c2cc(C(F)(F)F)c(C#N)c(=O)[nH]2)cc1,-6,3.3%
CC(=O)c1cnc2c(-c3ccccc3)cnn2c1C,-3,0.0%
Cc1c(O)ccc(/C=N/Nc2nc(-c3cccnc3)nc3ccccc23)c1O,13,-1.0%
O=C(NC1CCCC1)C(c1ccc(N2CCOCC2)cc1)N(Cc1ccco1)C(=O)c1ccco1 (stereo unspecified),nt,-5.7%
O=C(c1ccc([N+](=O)[O-])cc1[N+](=O)[O-])n1cnc2ccccc21,-5,1.2%
Cc1ccc2[nH]c3c(N4CCN(Cc5ccccc5)CC4)ncnc3c2c1,10,5.6%
CC(C)OC(=O)c1c(-c2ccc(C(C)C)cc2)csc1NC(=O)C1CCCO1 (stereo unspecified),-15,6.5%
COC(=O)c1nn(-c2cccc(C)c2)c2nnc(Cc3ccccc3)c(=O)n12,-2,-2.5%
CC1CCc2sc(C(=O)OC(C)C(=O)Nc3ncc(Cl)cc3Cl)cc2C1 (stereo unspecified),-11,-0.1%
O=C(N=C1SCC(=O)N1c1ccccc1)c1ccco1,nt,1.1%
CCCn1c(SCC(=O)Nc2nnc(CC)s2)nc2c1c(=O)n(C)c(=O)n2C,nt,8.4%
Cc1ccc(NC(=O)COc2ccc(C3SCCS3)cc2)cc1,8,8.0%
Cc1nc(SCC(=O)NCc2ccccc2)c2c(=O)n(C)c(=O)n(C)c2n1,-8,-0.9%
CCOC(=O)/C(C#N)=N/Nc1c(S(=O)(=O)Cc2ccco2)csc1C(=O)OC,2,4.0%
COC(=O)C1N[C@@H]([C@@H](NC(=O)COc2ccccc2)C(=O)NCc2ccsc2)SC1(C)C (stereo partly specified),nt,-4.1%
CCC(=O)N1CCc2cc(S(=O)(=O)NCCC(=O)N3CCc4ccccc4C3)ccc21,nt,-3.0%
O=C(c1cccc([N+](=O)[O-])c1)c1ccccn1,3,2.1%
CC(=O)c1ccc(NC(=O)C(C)Sc2ccccn2)cc1 (stereo unspecified),3,-0.5%
O=C(c1cc2ncc(Br)cn2n1)N1CCCCC1,8,6.7%
COc1ccc(NC(=O)/C(C#N)=C\c2ccc(N3CCOCC3)o2)cc1,-11,-3.3%
CCNC(=S)N/N=C1\C(=O)c2cccc3cccc1c23,nt,3.3%
CCOC(=O)c1oc2cc(O)cc(O)c2c(=O)c1OCc1ccccc1,nt,8.3%
Cc1c(C(=O)Nc2ccc(N3CCOCC3)cc2)oc2ccccc12,10,-7.7%
Cc1ccc(NC(=O)c2cc(-c3ccc(C)o3)nc3ccccc23)cc1,17,1.6%
Cc1cc(C(=O)Nc2nnc(C(F)(F)F)s2)no1,-5,-1.0%
CC(=C/C(=O)O)/C=C/c1ccc(Cl)o1,nt,-2.8%
CCOC(=O)Cn1c(C)cc(=O)c2ccccc21,nt,-1.1%
O=C(O)c1cn(-c2ccccc2)nc1-c1ccc(Cl)cc1,nt,-3.5%

Entries of single compounds as entered above.
O=C(O)c1cn(-c2ccccc2)nc1-c1ccc(Cl)cc1 as listed: RmlCD inh 1536 = nt; M. tuberculosis GlmU = -3.5%
CCOC(=O)Cn1c(C)cc(=O)c2ccccc21 as listed: RmlCD inh 1536 = nt; M. tuberculosis GlmU = -1.1%
CC(=O)c1ccc(NC(=O)C(C)Sc2ccccn2)cc1 (stereo unspecified) as listed: RmlCD inh 1536 = 3; M. tuberculosis GlmU = -0.5%
